# Assay outcomes deposited in PubChem by National Center for Advancing Translational Sciences (NCATS).
# Cycloheximide cs: counter-screen for Shiga toxin inhibitors: cycloheximide protein synthesis inhibition; max response, %; AID 2314; 300,000 tested, 12% active; cell reporter, cycloheximide protein synthesis inhibition counterscreen; in the data active = max response mostly above about 13%, no sharp cut-off; inactive = mostly below about 14%; note: read at 38.3 µM for the half of the compounds with a filed dose; 0% is about no effect
# FBPA Giardia inh: inhibitors of Giardia lamblia fructose-1,6-bisphosphate aldolase; AID 2451; A8B2U2; purified Giardia FBPA; 290,000 tested, 0.71% active; Potency, µM (series often up to 59.6 µM), inactives show at the top dose activity, negative = inhibition, actives largely listed as inhibitors; note: potency is the fitted concentration of half-maximal effect; % is set by controls: 0 for no effect and ±100 for the full control effect; nearly all actives have a fitted effect of over 55% in size
# Target sequence (A8B2U2 whole entry, looked up): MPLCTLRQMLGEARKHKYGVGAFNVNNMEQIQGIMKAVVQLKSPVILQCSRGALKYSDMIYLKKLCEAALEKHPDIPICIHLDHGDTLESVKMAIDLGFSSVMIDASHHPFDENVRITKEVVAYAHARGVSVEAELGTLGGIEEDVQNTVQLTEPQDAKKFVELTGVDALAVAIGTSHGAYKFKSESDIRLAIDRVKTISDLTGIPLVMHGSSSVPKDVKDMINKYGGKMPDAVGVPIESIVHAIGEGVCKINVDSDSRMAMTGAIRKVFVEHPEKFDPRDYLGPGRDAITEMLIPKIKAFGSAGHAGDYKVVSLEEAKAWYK
#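 Giardia FBPA (40 nM reagent) was preincubated 10 min at RT with compound (up to 57.5 uM final), then substrate plus GAPDH/TPI/NAD/arsenate coupling system with diaphorase/resazurin was added; resorufin fluorescence (525/598 nm) was read after 20 min.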
# Shiga toxin inh: Shiga toxin inhibition; Vero cells, Shiga toxin protein synthesis inhibition reporter; 290,000 tested, 9.2% active; inhibition, % at 38.7 µM; in the data active = inhibition mostly above about 28%, no sharp cut-off; inactive = mostly below about 43%; note: 0% is about no effect
# Pf growth 96h: P. falciparum growth inhibition at 96 hours; P. falciparum luciferase reporter growth, 96 h; Potency, µM (highest dose often 28.7 µM), without a hit: at the top dose activity change, negative = inhibition, usual class: inhibitors; 320,000 tested, 6.9% active; note: potency is the fitted concentration of half-maximal effect; % is set by controls: 0 for no effect and ±100 for the full control effect
#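 Compounds incubated with erythrocytes infected by luciferase-expressing P. falciparum (2% hematocrit, 0.05% parasitemia final) for 96 hours, 37 C in 5% CO2. Growth inhibition scored as decreased luciferase luminescence.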
# Sm TGR inh: S. mansoni TGR enzyme inhibition | purified TGR, DTNB reduction, TNB absorbance 405 nm | Q962Y6 | AID 485364 | Potency, µM (doses to about 114 µM), inactives show at the highest dose activity change, negative = inhibition, most hits filed as inhibitors | 360,000 tested, 3% active; note: potency is the fitted concentration of half-maximal effect; % is set by controls: 0 for no effect and ±100 for the full control effect; nearly all actives have a fitted effect of over 60% in size
#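 TGR 20 nM + NADPH 100 uM (dispensed conc.), cpd preinc 15 min RT; start with NADPH (500 uM addition) then DTNB (15 mM addition). Kinetic TNB absorbance, 405 nm filter. Four-parameter Hill fit across titration.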
# Pf growth 48h: inhibits P. falciparum growth in the first generation, 48 h; 310,000 tested, 5.9% active; Potency, µM (top dose mostly 28.7 µM), for the others: at the highest dose activity change, negative = inhibition, hits mostly inhibitors; P. falciparum luciferase growth in erythrocytes, 48 h; note: potency is the fitted concentration of half-maximal effect; % is set by controls: 0 for no effect and ±100 for the full control effect
#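 Erythrocytes infected with P. falciparum carrying an integrated firefly luciferase reporter (2% hematocrit, 0.1% parasitemia final) were exposed to compounds in RPMI 1640 with 0.5% Albumax at 37 C, 5% CO2. Growth inhibition was scored as reduced luminescence.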
# * = called active by the depositor; ? = inconclusive; . = no result given; & = joins results of further samples; [ ] = dose if it differs, or a comment. Unless noted, calls come from the whole dose curve; as a rule, active = well fitted curve in the direction sought with a large enough effect; inconclusive = small, poorly fitted or top-dose-only effect, or another doubt; inactive = no such curve, though single readings can be large; an effect the other way counts as inactive or inconclusive. No enrichment for hits; about 24% have a hit in one of these screens.
SMILES,Cycloheximide cs,FBPA Giardia inh,Shiga toxin inh,Pf growth 96h,Sm TGR inh,Pf growth 48h
CCc1cc(C(=O)Nc2ccc(OC)nc2)sc1C,.,.,.,-10%,-6%,39%[activator]
CC(C)ON(CC(=O)NO)S(=O)(=O)c1ccc(-c2ccccc2)cc1,-5,19%,-19,.,.,.
CCC1(c2ccc(F)cc2)NC(=O)N(CC(=O)NCc2ccc(C)cc2)C1=O (configuration not stated),-1,-1%,-3,?,-7%,?
COc1ccc(CN(CC2CCCO2)C(=O)c2cc3ccccc3oc2=O)cc1 (configuration not stated),-2,3%,3,-2%,2%,-1%
N/C(=N\O)c1ccccc1-n1cccc1,-2,0%,-6,28%,4%,?
COC(=O)c1c(C)oc2ccc(NS(=O)(=O)c3cc(OC)ccc3OC)cc12,-1,-4%,2,.,5%,0%
C#CCOCCOCCOCCNc1nc(N2CCN(C(=O)[C@H]([C@@H](C)CC)n3cc([C@@H](N)CO)nn3)CC2)nc(N2CCN(C(=O)[C@H](Cc3cc4ccccc4[nH]3)n3cc([C@@H](N)C(C)CC)nn3)CC2)n1 (some centres not stated),-1,-27%,-4,?,?,?
CCOc1cc2c(C#N)c(N3CCOCC3)nc(N)c2c(N)n1,-1,?,-4,2%,3%[11.4 µM],.
CN1CCc2c(sc3nc(SCC(=O)NCc4ccco4)n(-c4ccccc4)c(=O)c23)C1,39*,?,48*,0.93µM*,-23%,9.3µM*
Cc1n[nH]c(=O)c2c(NC(=O)CSc3cc(Cl)ccc3Cl)oc(C)c12,.,.,.,11%,2%,10%
O=C(NCCCn1ccnc1)c1ccc(C(F)(F)F)cc1,1,-3%,17,13%,-15%,15%
COc1cc(/C=C/C(=O)O)cc(S(=O)(=O)Nc2cccc(SC)c2)c1OC,10,-10%,16,-18%,-14%,-1%
O=C(CCCN1C(=O)/C(=C\c2ccccc2)SC1=S)Nc1ccccc1O,-3,-5%,-5,-24%,10%,-7%
COC(=O)c1ccc(N=NN2CCCCCC2)cc1,79*,3%,88*,9%,0%,191%[activator]
CCN(CC)S(=O)(=O)c1cccc(-c2nnc(SCC(=O)NC3CCCCCCC3)n2N)c1,-1,7%,-4,.,1%,-11%
CC(C)(C)OC(=O)N/N=C\c1ccc(OC(=O)c2cccs2)cc1,15,0%,97*,12µM*,-14%,3%
Cc1ccc(O)c(C(=O)c2cnc(/N=C(\N)N(C)C)nc2)c1,-7,-12%,3,19%,2%,8%
COc1cc2cc(Oc3ccc4ccc(=O)oc4c3)c(=O)oc2cc1OC(=O)C=C(C)C,-4,18%,-6,63%[activator],-16%,-22%
Cc1nc2ccc([N+](=O)[O-])cc2c(=O)n1Cc1ccc(F)cc1,-1,26%,-7,0%,1%,-15%
Cc1cc(F)ccc1S(=O)(=O)N1CCCOC1CNC(=O)C(=O)NCCc1c[nH]c2ccccc12 (configuration not stated),-4,1%,-9,9.3µM*,0%,?
NC(=O)COC(=O)[C@H](Cc1c[nH]c2ccccc12)NC(=O)c1ccc(F)cc1,-1,-2%,-5,26%,2%,37%[activator]
COc1cccc(NC(=O)NC2(C(F)(F)F)Oc3ccccc3O2)c1,45*,-2%,66*,47%[activator],40µM*,?
Cc1ccccc1N=C1Nc2ccccc2CS1,29*,-5%,122*,438%[activator],12%,165%[activator]
CCn1c(CSc2nc(C)cs2)nc2cc(S(=O)(=O)N(C)C)ccc21,-2,-9%,-5,?,9%,?
Cc1cc(NC(=O)CSc2nc3ccsc3c(=O)n2NC(=O)c2ccccc2)no1,36*,10%,37*,1%,-7%,286%[activator]
Cn1c(=O)n(Cc2ccccc2F)c2ccccc21,-1,-13%,-25,.,18%,7%
O=C(Nc1nccs1)c1nc(-c2ccccc2)n(-c2ccccc2)n1,-6,-5%,-7,-18%,-22%[11.4 µM],.
CC(=O)N1c2c(cc(Br)cc2S(=O)(=O)N2CCN(C(=O)c3ccco3)CC2)CC1C (configuration not stated),-2,18%,5,.,-22%,10µM*
O=S(=O)(NCc1ccccc1)c1cnc[nH]1,-3,-1%,-14,?,11%,4%
C=CCn1c(SCc2c(Cl)cccc2Cl)nnc1-c1cccnc1,-2,-4%,-8,.,-3%,-15%
Clc1ccc(Sc2oc(/C=N/n3cnnc3)cc2Br)cc1,-3,-5%,-35,7%,-12%,1%
O=C(N/N=C/c1cc(Br)ccc1O)c1ccncc1,8,15%,-3,1.7µM*,-1%,2.6µM*
CC(C)CCNC(=O)COC(=O)/C=C/c1ccc2ccccc2n1,14,13%,42,10%,.,51%[activator]
Cc1ccc(C2CC(C(F)F)n3ncc(C(=O)Nc4c(C)nn(Cc5c(F)cccc5Cl)c4C)c3N2)cc1 (configuration not stated),-4,-15%,10,?,-2%,?
CC(C)CC(=O)c1c[nH]c(C(=O)O)c1,-2,0%,18,-1%,0%,1%
O=C(O)Cc1sc(NCCc2ccccc2)nc1-c1ccc(F)cc1,9,1%,34,-10%,-3%,4%
CCC(C)c1ccc(C(CC)NC(=O)C2CCCO2)cc1 (configuration not stated),-1,-2%,-19,73%[activator],2%,?
Cc1nc(Nc2ccccc2C(F)(F)F)sc1C(=O)N(C)C,26*,-1%,45*,59%[activator],7%,36%[activator]
CC(C)(C)n1ncc2c(=O)n(CC(=O)OCc3ccccc3)cnc21,-5,3%,-19,-28%,3%,109%[activator]
CC(C)c1nc(SCC(=O)Nc2nc3c(s2)CCCC3)c2ccccc2n1,5,-3%,9,?,-1%,?
Cc1oc(-c2ccc3c(c2)OCCO3)cc1C(=O)NC(CCC(=O)O)C(=O)O (configuration not stated),27*,12%,59,46%[activator],-28%,39%[activator]
CN(CC(=O)Nc1ccc(Cl)cc1)C(=O)C1CCCC1,.,.,.,66%[activator],-7%,-17%
O=C(CC1C(=O)N(c2ccccc2)C(=S)N1c1ccccc1)c1ccc(Br)cc1 (configuration not stated),0,-1%,13,-20%,-13%,6%
C[N+]1(CC(=O)Nc2ccc(F)cc2)CCN(C(=O)c2ccco2)CC1,1,.,-5,-27%,1%,-19%
CC(Cc1ccccc1)C(=O)Nc1ccccc1 (configuration not stated),7,-1%&-2%,9,-2%,-2%,21%
COc1ccc2sc(-c3ccc(N(C)C)cc3)c(C#CCCO)c2c1,.,.,.,?,-21%,?
NNC(=O)c1ccc(N2CCCCCC2)c([N+](=O)[O-])c1,0,3%,-9,26%,-1%,?
COc1ccc(CN(C)C2CCCCC2)c(C)c1C,4,0%,4,-12%,-1%,.
Cc1cccc(-n2c(C)cc(C)c(C#N)c2=O)c1,17*,-3%,88*,-63%[5.75 µM],-24%,-8%
O=C(COC(=O)c1cc(-c2cccs2)nn1-c1ccccc1)Nc1ccc(F)c([N+](=O)[O-])c1,3,-1%,-4,-19%,-7%,-10%
CC(C)N(Cc1nc(COc2ccccc2)no1)Cc1nccn1C,9,-3%,21,21%,7%,-12%
Cc1cccc(-c2nnc(NC(=O)c3ccco3)s2)c1,21*,.,22,9%,-23%,60%[activator]
COc1ccccc1OCCn1c(CO)nc2ccccc21,7,3%,-4,23%,-18%,9%
Cc1cc(NC(=O)CSc2nc3cc(Cl)ccc3c(=O)n2C(C)C)no1,.,.,.,0%,4%,0%
COc1cc(NC(=S)NC(=O)CC(C)C)ccc1NC(=O)c1cc2ccccc2o1,-5,6%,-9,16%,1%,13%
COc1ccccc1C(=O)Nc1ccnn1C1CCN(Cc2csc(C(C)=O)c2)CC1,4,.,-1,43%[activator],-15%,?
CCOc1ccccc1NC(=S)NCCCn1ccnc1,-2,3%,18,47%[activator],-34%,8%
CCOC(=O)c1ccc(N2C(=O)C(C)=C(C)C2=O)cc1,-5,7%,10,9%,0%,26%
CCNC(=O)CSc1nc2ccccc2c(=O)n1-c1cc(OC)ccc1OC,-1,-10%,-3,-8%[5.75 µM],47%[activator],?
COc1ccccc1NC(=S)N(Cc1ccc(C(=O)O)cc1)Cc1ccc(OC)c(OC)c1,0,-15%,-4,?,1%,?
# Additional compounds follow:
SMILES,Cycloheximide cs,FBPA Giardia inh,Shiga toxin inh,Pf growth 96h,Sm TGR inh,Pf growth 48h
CNS(=O)(=O)c1cccc(C(=O)OCC(=O)c2ccc(S(=O)(=O)N3CCCCC3)cc2)c1,.,.,.,?,-19%,13µM*
Cc1cc(C)nc(NC2=NCCS2)n1,-7,.,-10,?,4%,-5%
C/C(Cn1nnc2ccccc21)=N\OC(=O)c1cc(F)c(F)cc1Cl,1,6%,5,34%,.,8%
Cc1cc(C)n(CCC(=O)N/N=C/c2cccc([N+](=O)[O-])c2)n1,1,-12%,-3,6%,3%,-3%
c1ccc(C2=Nc3ccccc3NC(c3ccccc3)C2)cc1 (configuration not stated),36*,-28%,126*,32%[activator],2%,29%
CC1CC(=O)C=C(O)C1C(=O)OC(C)(C)C (configuration not stated),-4,2%,-18,.,7%,6%
CCSc1ncc(Cl)c(C(=O)Nc2sc3c(c2C(=O)NCc2cccnc2)CCCC3)n1,-1,5%,-14,?,1%,?
O=C(CNC(=O)c1ccccc1F)c1ccccc1,34*,-3%,42,-8%,-10%,152%[activator]
CN1C(=O)c2ccccc2C(C(=O)O)C1c1cccc(Cl)c1 (configuration not stated),-1,7%,16,?,1%,-6%
O=C(CNC(=O)c1ccccc1Br)N/N=C/c1cccs1,-3,1%,18,22%,-33%,27%
CC(NCc1ccccc1C(F)(F)F)C(O)c1ccccc1 (configuration not stated),4,?,20,-1%,.,8.3µM*
O=C(c1ccccc1)c1ccc(OCC(O)CN2CCN(S(=O)(=O)N3CCCCC3)CC2)cc1 (configuration not stated),-4,-3%,-6,5.2µM*,8%,.
Cc1conc1NC(c1cccs1)c1ccc2cccnc2c1O (configuration not stated),-3,4%,-3,6.6µM*,?,1.9µM*
Cc1ccsc1CN(C)C(=O)CN1C(=O)NC2(CCCc3ccccc32)C1=O (configuration not stated),.,.,.,12µM*,-8%,?
Cn1c(-c2ccc(Br)o2)nc2cc(Br)ccc21,52*,0%,104*,298%[activator],13µM*,322%[activator]
O=C(C1CCCN(Cc2ccccc2F)C1)N1CCCC1 (configuration not stated),-2,-20%,.,8%,5%,?
COc1ccc(CCNC(=O)C(CCC(N)=O)NS(=O)(=O)c2ccc(Cl)cc2)cc1OC (configuration not stated),1,?,-8,-16%,?,-26%
CCCCC(=O)Nc1ccc(C(=O)Nc2cc(C(F)(F)F)ccc2Cl)cc1,3,3%,-11,-15%,6%,-22%
O=C(Nc1ccc(Cl)cc1Cl)c1ccc2c(=O)n3c(nc2c1)CCC3,.,.,.,84%[activator],-3%,57%[activator]
COc1ccccc1NC(=O)NC(=O)N(C(C)C)S(C)(=O)=O,-1,-3%,-6,45%[activator],3%,.
COc1cc(NC(=O)c2cncc(-c3ccc(C#N)cc3)c2)cc(C(=O)Nc2cccc(C(F)(F)F)c2)c1,-3,-2%,-4,6.6µM*,16%,?

# Some of the entries above in a different format:
# The line under a structure holds: Cycloheximide cs	FBPA Giardia inh	Shiga toxin inh	Pf growth 96h	Sm TGR inh	Pf growth 48h
COc1cc(NC(=O)c2cncc(-c3ccc(C#N)cc3)c2)cc(C(=O)Nc2cccc(C(F)(F)F)c2)c1
    -3	-2%	-4	6.6µM*	16%	?
COc1ccc(CCNC(=O)C(CCC(N)=O)NS(=O)(=O)c2ccc(Cl)cc2)cc1OC (configuration not stated)
    1	?	-8	-16%	?	-26%
COc1ccccc1NC(=O)NC(=O)N(C(C)C)S(C)(=O)=O
    -1	-3%	-6	45%[activator]	3%	.
Cc1ccsc1CN(C)C(=O)CN1C(=O)NC2(CCCc3ccccc32)C1=O (configuration not stated)
    .	.	.	12µM*	-8%	?
O=C(C1CCCN(Cc2ccccc2F)C1)N1CCCC1 (configuration not stated)
    -2	-20%	.	8%	5%	?
